# MLL CXXC-DNA inh: qHTS Fluorescence Polarization Assay for Inhibitors of MLL CXXC domain - DNA interaction; Potency, µM (highest dose often 115 µM), for the others: at the top dose activity change, negative = inhibition, usual class: inhibitors; actives 0.037% (n = 290,000); MLL-CXXC / FITC-HOXA9 DNA fluorescence polarization; active = well fitted inhibition curve with a large enough effect in the polarisation, with a control signal flat, not every such curve was filed as active; inconclusive = small, poorly fitted or top-dose-only effect, or effect the other way, or a change in a side signal; inactive = no such curve, though single readings can be large or run the other way; the % refers to the polarisation
#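 Steps: dispense CXXC domain solution (7 uM) → pin compounds or unlabeled HOX-A9 DNA control → 5 min ambient → add FLSN-HOX-A9 solution (50 nM) → spin → 30 min ambient → fluorescence polarization. Tris pH 7.5/NaCl/DTT/BSA buffer.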
# FLuc modulator: qHTS profiling assay for firefly luciferase inhibitor/activator using purifed enzyme and Km concentrations of substrates (counterscreen for miR-21 project). AID 588342, 2011. purified FLuc, Km substrates, luminescence inhibition. Potency, µM (highest dose often 57.5 µM), without a hit: top-dose activity change, negative = inhibition, usual class: inhibitors. actives 6.9% (n = 360,000);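 note: plate controls were vehicle for no effect and reference inhibitor for full effect; nearly all actives have a fitted effect of over 55% in size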
# Target sequence (P08659 whole entry, looked up): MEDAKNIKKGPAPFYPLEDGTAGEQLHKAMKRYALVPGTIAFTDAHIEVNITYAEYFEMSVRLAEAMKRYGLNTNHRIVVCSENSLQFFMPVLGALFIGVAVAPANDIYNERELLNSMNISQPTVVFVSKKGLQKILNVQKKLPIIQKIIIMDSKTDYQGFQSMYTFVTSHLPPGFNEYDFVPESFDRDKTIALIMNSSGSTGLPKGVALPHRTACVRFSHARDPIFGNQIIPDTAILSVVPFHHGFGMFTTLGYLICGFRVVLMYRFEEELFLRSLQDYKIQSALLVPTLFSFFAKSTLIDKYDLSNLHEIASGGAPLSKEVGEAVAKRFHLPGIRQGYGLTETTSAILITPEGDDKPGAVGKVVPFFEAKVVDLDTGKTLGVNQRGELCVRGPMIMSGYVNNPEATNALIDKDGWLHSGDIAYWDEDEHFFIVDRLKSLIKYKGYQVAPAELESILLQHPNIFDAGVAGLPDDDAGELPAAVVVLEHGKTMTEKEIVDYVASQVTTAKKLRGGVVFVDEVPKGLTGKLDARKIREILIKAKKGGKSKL
#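 Purified P. pyralis luciferase (10nM final) with 10uM D-luciferin and 10uM ATP (Km levels) in 50mM Tris acetate pH 7.5, 10mM Mg acetate, 0.01% Tween-20, 0.05% BSA; qHTS 6-point titration, ~60 µM downward; luminescence read.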
# BRCA1 expr act: qHTS Assay to Identify Small Molecule Activators of BRCA1 Expression. MCF7-BRCA1-FFLuc reporter, luminescence, 48 h; response scale: scaled: vehicle 0%, 10 µM genistein 100%. Potency, µM (highest dose often 46.1 µM), for the others: top-dose activation, hits mostly activators. actives 1.1% (n = 380,000); note: nearly all actives have a fitted effect of over 80% in size; some results filed as inactive show a strong effect at the top dose
#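 Using MCF7 cells harboring a BRCA1 firefly luciferase reporter, plated 2 h before compound pinning, the screen measured luminescence after 48 h incubation. Responses were normalized to DMSO and 10 microM genistein, then fitted for concentration-effect.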
# MBNL1-CUG inh: qHTS Assay for Inhibitors of MBNL1-poly(CUG) RNA binding; Muscleblind-like protein 1 (Homo sapiens), Q9NR56; Potency, µM (top dose mostly 57.5 µM), without a hit: at the top dose activity change, negative = inhibition, most hits filed as inhibitors; actives 0.036% (n = 280,000); TR-FRET MBNL1-His/biotin-(CUG)12 binding, 665/545 ratio; active = well fitted inhibition curve with a large enough effect in the signal ratio, with a control signal flat, not every such curve was filed as active; inconclusive = small, poorly fitted or top-dose-only effect, or effect the other way, or a change in a side signal; inactive = no such curve, though single readings can be large or run the other way; the % refers to the signal ratio; note: % is set by controls: 0 for no effect and ±100 for the full control effect
#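 TR-FRET between His-tagged MBNL1 and biotin-(CUG)12 RNA, detected with Tb anti-His antibody (0.055 ng/ul) and streptavidin-XL665 (5 nM), 60 min at room temperature. Compounds titrated 92 nM to 58 uM; 665/545 nm ratio normalized to buffer and complex controls.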
# ELG1 genotox: qHTS screen for small molecules that induce genotoxicity in human embryonic kidney (HEK293T) cells expressing luciferase-tagged ELG1; AID 504466, 2011; actives 1.3% (n = 330,000); Potency, µM (titrated, usually from 46 µM), for the others: at the highest dose activity change, positive = activation, usual class: activators; HEK293T ELG1-luciferase reporter, luminescence, 16 h; note: % of control where 0% means no effect; nearly all actives have a fitted effect of over 60% in size
#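 Genotoxicity was scored as increased ELG1-luciferase reporter signal, measured by ONE-Glo luminescence (30 min, room temperature). Compound or vehicle exposure of the HEK293T reporter cells lasted 16 hr at 37°C.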
# NPC1 promoter act: qHTS Assay for NPC1 Promoter Activators. Huh7 NPC1 promoter luciferase reporter, 24 h. Potency, µM (top dose mostly 9.22 µM), for inactives: top-dose activation, actives largely listed as activators. actives 2.4% (n = 320,000);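 note: % of control where 0% means no effect; nearly all actives have a fitted effect of over 60% in size; reporter is driven by a mutant NPC1 promoter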
#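 Readout is luciferase luminescence, reflecting NPC1 promoter activation in stably transfected Huh7 cells after 24 h compound exposure at 37 °C in reduced-serum medium with 10% FBS.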
# p53 reactivation: qHTS assay for re-activators of p53 using a Luc reporter; AID 504706, 2011; actives 0.063% (n = 320,000); Potency, µM (top dose mostly 92.2 µM), inactives show at the highest dose activity change, positive = activation, most hits filed as activators; H1299 p53-A138V BP100-luciferase reporter, luminescence, 24 h; note: % of control where 0% means no effect; nearly all actives have a fitted effect of over 45% in size
#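 H1299 (p53-null), stable ts p53-A138V + BP100-Luc; 1000 cells/well, Opti-MEM/10% FBS; cpd 4 pt, 1:5; 24 h, 37 deg C, 5% CO2; detection reagent 10 min RT; luminescence.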
# Rab9 prom act: qHTS Assay for Rab9 Promoter Activators; Huh7 Rab9 promoter-luciferase reporter, luminescence, 24 h; Potency, µM (series often up to 9.22 µM), for inactives: at the top dose activation, negative = inhibition, usual class: activators; actives 2.8% (n = 320,000); AID 485297, 2010; note: % of control where 0% means no effect; nearly all actives have a fitted effect of over 60% in size
#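 Cell-based reporter: Huh7 stable for Rab9 promoter-driven luciferase, plated in reduced-serum medium with 10% FBS at 1500 cells/well, compound-treated 24 h at 37 °C, luminescence read after 10 min reagent.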
# Gal4-VP16 FLuc: VP16 counterscreen qHTS for inhibitors of ROR gamma transcriptional activity; Drosophila S2 Gal4-VP16 UAS-luciferase, luminescence, 20 h; Potency, µM (top dose mostly 53.6 µM), for inactives: at the highest dose activity, negative = inhibition, usual class: inhibitors; actives 3.5% (n = 310,000); AID 2546, 2010;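 note: Gal4-VP16 expression switched on by copper sulfate through the metallothionein promoter; % is set by controls: 0 for no effect and ±100 for the full control effect; nearly all actives have a fitted effect of over 50% in size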
# uPA generation: qHTS for Inhibitors of Cell Surface uPA Generation; cell surface uPA generation assay, qHTS; Potency, µM (series often up to 38.3 µM), for the others: top-dose activity change, negative = inhibition, usual class: inhibitors; actives 0.31% (n = 330,000); AID 540303, 2011; active = well fitted inhibition curve with a large enough effect; inconclusive = small, poorly fitted or top-dose-only effect; inactive = no such curve, though single readings can be large or run the other way; tested in mouse RAW 264.7 cells; note: % is set by controls: 0 for no effect and ±100 for the full control effect; nearly all actives have a fitted effect of over 55% in size
# RORg inh: qHTS for inhibitors of ROR gamma transcriptional activity. Drosophila S2 Gal4-RORgamma UAS-luciferase reporter, 20 h. Nuclear receptor ROR-gamma (Mus musculus), P51450. Potency, µM (top dose mostly 53.6 µM), without a hit: at the highest dose activity change, negative = inhibition, hits mostly inhibitors. actives 5.4% (n = 310,000); note: % is set by controls: 0 for no effect and ±100 for the full control effect; nearly all actives have a fitted effect of over 60% in size
# Target sequence (P51450 whole entry, looked up, the tested form may be a part): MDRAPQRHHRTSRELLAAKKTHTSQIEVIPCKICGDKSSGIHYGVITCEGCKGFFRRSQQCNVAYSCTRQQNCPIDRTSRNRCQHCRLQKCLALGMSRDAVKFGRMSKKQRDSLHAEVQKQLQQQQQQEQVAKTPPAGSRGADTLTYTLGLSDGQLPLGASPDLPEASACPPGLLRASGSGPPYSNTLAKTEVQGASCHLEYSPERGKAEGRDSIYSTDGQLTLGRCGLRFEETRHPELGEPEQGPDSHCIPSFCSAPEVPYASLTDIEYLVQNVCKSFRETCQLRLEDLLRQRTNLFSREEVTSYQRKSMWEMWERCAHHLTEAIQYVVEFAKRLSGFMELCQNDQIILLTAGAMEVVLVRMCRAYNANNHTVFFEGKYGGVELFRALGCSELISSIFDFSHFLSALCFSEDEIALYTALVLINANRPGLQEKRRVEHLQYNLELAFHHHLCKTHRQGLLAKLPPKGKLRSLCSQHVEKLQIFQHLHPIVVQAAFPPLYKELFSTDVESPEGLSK
#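 In this cell-based reporter format, copper sulfate (700 uM final) drives Gal4–ROR gamma fusion expression from a metallothionein promoter in Drosophila Schneider cells; compounds preincubated 1 hr, reporter read after 20 hr at ambient temperature.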
# * marks the source's active call; other numbers are inactive results; ? = inconclusive; · = no result given; & = joins results of further samples; [ ] = remark or other dose. Unless noted, calls come from the whole dose curve; as a rule, active = well fitted curve in the direction sought with a large enough effect; inconclusive = small, poorly fitted or top-dose-only effect, or another doubt; inactive = no such curve, though single readings can be large; an effect the other way counts as inactive or inconclusive. Potency is the fitted concentration of half-maximal effect. Not all compounds are listed; count on the stated rates, not on these rows.
no.	SMILES	MLL CXXC-DNA inh	FLuc modulator	BRCA1 expr act	MBNL1-CUG inh	ELG1 genotox	NPC1 promoter act	p53 reactivation	Rab9 prom act	Gal4-VP16 FLuc	uPA generation	RORg inh
1	Cc1ncc([N+](=O)[O-])n1Cc1ccc(F)cc1	-5%	1%	1%	2%	-1%	-4%	-4%	-5%	-7%	-4%	1%
2	CCc1cccc(CC)c1N(COC)C(=O)Cn1cnc2ccccc21	-9%	4%	-1%	-6%	0%	-2%	-2%	-3%	15%	5%	10µM*
3	COc1ccccc1C1CC(=O)Oc2cc(C)c(Br)c(C)c21 (stereo not given)	·	·	1%	·	0%	·	-9%	·	-9%	-10%	-35%
4	CCOC(=O)C1C(c2cc(OC)c(OC)c(OC)c2)NC(=S)NC1(O)C(F)(F)F (stereo not given)	-10%	4%	2%	3%	2%	-2%	-6%	-5%	3%	10%	1%
5	Cc1cccc(NC(=O)c2sccc2-n2cccc2)c1C	-1%	2%	-14%	1%	1%	0%	0%	1%	11%	-1%	14%
6	N#Cc1c(C(F)(F)F)cc(-c2cccs2)nc1N1CCCCC1	-10%	0%	-22%	·	-1%	-1%	-2%	1%	-10%	3%	5%
7	Cc1cc(S(=O)(=O)Nc2ccc(C(=O)NCC3(N(C)C)CCCCC3)cc2)ccc1F	·	6%	-10%	·	-7%	0%	-2%	0%	·	-3%	·
8	CN(C)c1ccc(NC(=O)c2sc(SCC(=O)Nc3ccc(Br)cc3)nc2N)cc1	72%[activator]	-17%	0%	2%	9%	-3%	-2%	14%	-3%	-5%	-12%
9	CC(=O)Nc1ccc(N2C(=O)CC(N3CCN(Cc4ccc5c(c4)OCO5)CC3)C2=O)cc1 (stereo not given)	1%	-3%	-17%	-3%	2%	-2%	-4%	2%	-5%	1%	-25%
10	Brc1ccccc1-c1nnc(CSc2nnc3sc4ccccc4n23)o1	-9%	?	-20%	-7%	7%	14%	8%	4µM*	17%	6%	22%
11	S=C(NCCC(c1ccccc1)c1ccccc1)Nc1ccccc1Cl	19%	5%	-24%	-12%	-2%	-4%	9%	-1%	?	5%	13µM*
12	Cc1cc(/C=N/NC(=O)C(=O)NCc2ccccn2)c(C)n1-c1ccccc1	-2%	2.7µM*	34%	·	?	0%	10%	-3%	8%	-8%	6%
13	CCCn1nc(C(=O)NCCc2ccc(S(N)(=O)=O)cc2)c2ccccc2c1=O	-6%	3%	-14%	-10%	-2%	1%	-2%	-5%	-3%	2%	-9%
14	COc1ccc(OC)c2sc(NC(=O)C(C)C)nc12	11%	-4%	-30%	-6%	?	0%	-5%	3%	6%	12%	34%
15	N#CCC(=O)Nc1ccc(C(=O)Nc2ccc3c(c2)OCO3)cc1	·	?	61%	·	17%	14%	-8%	26%	·	-1%	·
16	C=CCNC(=O)c1onc(CSc2cccc(C)c2)c1C(=O)O	-18%	?	-17%	-2%	1%	1%	-1%	-4%	-19%	4%	6%
17	CCCc1cc(N2CCN(c3ccccn3)CC2)n2nc(C)c(-c3ccccc3)c2n1	-1%	-3%	-20%	1%	-2%	0%	-5%	-17%	10%	3%	-13%
18	CN(C)C(=O)[C@@H]1C[C@H]1[C@@H](NC(=O)OCc1ccccc1)c1ccccc1	0%	1%	-26%	12%	?	-6%	3%	-2%	8%&23%	2%	2%&-28%
19	Cc1ccccc1C(=O)N(C)Cc1ccccc1	6%	0%	1%	4%	-3%	-1%	-8%	0%	-2%	·	-15%
20	COc1ccc(C(=O)NCc2ccccc2CN2CCCC2)cc1S(=O)(=O)N1CCOCC1	·	1%	1%	·	4%	1%	-3%	-2%	·	-5%	·
21	CC1(C)CC(=O)C2=C(C1)Nc1ccccc1N=C2	0%	6.7µM*	·	?	11%	-1%	?	-3%	?	·	?
22	Cn1c(=O)c2[nH]c(-c3ccccc3)nc2n(C)c1=O	-17%&3%	0%	·	8%	-1%	-1%[46.1 µM]	6%	-8%[46.1 µM]	-9%	·	4%
23	CCCCCCC(=O)N(O)C1CC(=O)N(c2ccc(Br)cc2)C1=O (stereo not given)	15%	-3%	-33%	3%	?	-1%	26%	-1%	?	·	?
24	CCOC(=O)c1cc(C(=O)Nc2cccc(C)c2)nn1C	-7%	4.8µM*	?	-6%	?	1.6µM*	12%	1.4µM*	?	?	?
25	Cc1sc2ncnc(SC(C)C#N)c2c1C (stereo not given)	5%	2%	-5%	8%	0%	1%	-4%	5%	16%	-9%	10%
26	O=C(CN1CCCC1)Nc1ccc(F)cc1	3%	-2%	5%	?	4%	-3%	2%	-5%	-13%	-3%	-3%
27	Cn1c(C23CC4CC(CC(C4)C2)C3)n[nH]c1=S	6%	1%	-8%	-15%	0%	-3%	4%	1%	8.9µM*	2%	5µM*
28	CCOc1cc(S(=O)(=O)NC2CCCC2)ccc1Cl	6%	3%	-23%	?	-1%	-2%	6%	-3%	19%[0.365 µM]	-1%	10%
29	OC1(c2ccc(Cl)cc2)CCN(Cc2cn[nH]c2-c2ccccc2)CC1	-1%	0%	-17%	10µM*	-15%	-4%	-4%	-25%	8%	3%	-10%
30	CC(=O)N1CCC(N(CCCOC(C)C)C(=O)Nc2ccc(C)c(C)c2)CC1	-13%	-1%&6%	2%	9%	0%	-3%	-6%	-1%	1%	·	8%
31	CCCOC(=O)C1C2C=CC(C3CC23)C1C(=O)OCC(=O)c1ccccc1 (stereo not given)	-1%	1%	-31%	15%	1%	-6%	-1%	-2%	-1%	-2%	18%
32	CCOc1ccccc1NC(=O)c1ccc(F)c(S(=O)(=O)N2CCC3(CC2)OCCO3)c1	4%	0%	-16%	-3%	-3%	-6%	-4%	0%	0%	·	9%
33	COC(=O)C1(C)NC(c2cccc(C)c2)C2C(=O)N(c3ccc(F)cc3)C(=O)C21 (stereo not given)	-10%	4%	1%	-4%	1%	4%	·	0%	-2%	19%	32%
34	COCCNC(=O)C(C)OC(=O)c1cc2occc2n1C (stereo not given)	-5%	-2%	3%	1%	-1%	12%	-3%	-2%	-4%	4%	3%
35	CC(=O)Nc1ccc(Sc2ncccc2C(=O)Nc2ccc(OC(F)(F)F)cc2)cn1	?	-5%	-35%	-11%	13%	-4%	-6%	-10%	-8%	-6%	?
36	CN(Cc1ccccc1)S(=O)(=O)c1ccc(Cl)c(C(=O)NCCCN2CCOCC2)c1	·	8%	-44%	·	21%	1%	4%	1%	·	-24%	·
37	COc1cc2ccccc2cc1C(=O)Nc1ccc(N2CCN(C(=O)C(C)C)CC2)cc1	-12%	-8%	-20%	3%	-13%	2%	-3%	-1%	?	3%	27%
38	[O-][n+]1cccc2c(Br)cc(Br)c(O)c21	-1%	-16%	-4%	17%	-7%	-3%	0%	-3%	0.71µM*	-3%	0.56µM*
39	O=C(O)COc1ccc2c(c1)O/C(=C\c1ccco1)C2=O	17%	?	4%	?	0%	-1%	5%	1%	-3%	-1%	-6%
40	Cc1cnc(C(=O)OCC(=O)NC2CCCCCC2)cn1	4%	-2%	-2%	-2%	0%	-3%	1%	0%	9%	6%	1%
41	Cc1ccc(NC(=O)C(=O)C2C(=O)Nc3ccccc32)cc1 (stereo not given)	-11%	12µM*	0%	·	?	?	8%	?	-4%	-1%	-11%
42	NNC(=O)c1cn2ccccc2n1	0%	-8%	52%	-3%	4%	3%	1%	3%	-12%	3%	0%
43	Cc1ccc(NC(=O)CC2COc3ccccc3O2)cc1 (stereo not given)	1%	?	?	2%	6%	13%	8%	?	1%	1%	?
44	CC(C)OC(=O)CN1C(=O)C(=O)c2ccccc21	-1%	-1%	-64%	?	-8%	0%	26%	-4%	19%	·	-22%
45	S=C(NCc1cccnc1)Nc1ccc2c(c1)OCO2	2%	-3%	5%	-6%	4%	0%	20%	1%	1%	4%	-12%

# High-throughput results deposited in PubChem by National Center for Advancing Translational Sciences (NCATS).
